Bioassay records as filed in PubChem.
mcGAS RapidFire: inhibitors of Mus musculus cyclic GMP-AMP synthase, initial high-throughput assay, cell-free, RapidFire MS; recombinant mouse cGAS, cGAMP by RapidFire MS; inhibition, % at 12.5 µM; AID 1259397, 2018; Q8C6L5; hit rate 0.18% among 130,000;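 active = inhibition of cGAS enzyme activity at or above 60%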;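 also: enzyme stimulated by 45 bp dsDNA with ATP and GTP substrates; cGAMP share of summed cGAMP plus half ATP and half GTP signals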
Target sequence (Q8C6L5 whole entry, looked up): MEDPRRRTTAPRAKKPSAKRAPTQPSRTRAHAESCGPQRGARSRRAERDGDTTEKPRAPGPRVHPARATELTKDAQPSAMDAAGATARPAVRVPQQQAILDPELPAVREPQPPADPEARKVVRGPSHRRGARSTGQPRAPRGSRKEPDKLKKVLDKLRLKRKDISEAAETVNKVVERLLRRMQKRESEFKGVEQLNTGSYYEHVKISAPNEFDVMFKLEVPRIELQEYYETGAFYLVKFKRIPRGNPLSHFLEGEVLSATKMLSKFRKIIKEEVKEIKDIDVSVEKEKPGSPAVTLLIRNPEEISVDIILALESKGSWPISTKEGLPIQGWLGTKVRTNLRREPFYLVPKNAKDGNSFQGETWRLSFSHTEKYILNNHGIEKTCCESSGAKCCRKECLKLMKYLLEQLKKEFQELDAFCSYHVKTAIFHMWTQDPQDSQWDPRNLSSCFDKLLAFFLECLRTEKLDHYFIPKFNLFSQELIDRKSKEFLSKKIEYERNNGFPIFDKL
Starred values were filed as active, the others as inactive; & = joins results of further samples. An excerpt; the hit share may differ from the screen's.

| SMILES | mcGAS RapidFire |
| --- | --- |
| Cc1cc(CNC(=O)C2(C)CC(=O)N=C3C=CC=CN32)ccc1F (centres undefined) | -3 |
| Cc1nnc(SCC(=O)NC(=O)NCCC(C)C)n1C | 3 |
| COc1ccc(Nc2ncnc3c2nnn3C)cc1 | -9 |
| COc1ccccc1NC(C)C(=O)Nc1sc2c(c1C#N)CCCCC2 (centres undefined) | 2 |
| COc1ccc(Cl)cc1S(=O)(=O)N1CCCC(CNC(=O)c2ccco2)C1 (centres undefined) | -3&-2 |
| Cc1ccc2c(c1)c(Cn1cnc(-c3ccccc3)c1-c1cnn(C)c1)nn2C | -30 |
| O=S(=O)(Cc1ccccc1)Nc1noc2ccccc12 | 2 |
| Cc1cc(C)c2[nH]c(O)c(N=NC(=O)CC3CCS(=O)(=O)C3)c2c1 (centres undefined) | -14 |
| CCCCS(=O)(=O)Oc1cccc(C(=O)O)c1 | -17 |
| O=C(CNC(=O)c1ccc2c(c1)OCO2)NCc1ccco1 | -2 |
| CC(=O)c1cccc(OCc2cc(=O)n3ccsc3n2)c1 | -2 |
| COc1ccc2c(c1)CCCN2Cc1nnnn1-c1ccccc1 | -9 |
| COc1cc(/C=C/C(=O)N(C)Cc2ccsc2)cc(OC)c1OC | -4 |
| O=C(c1cc(COc2ccc(-n3cncn3)cc2)on1)N1CCCC1c1nccs1 (centres undefined) | -12&3 |
| Cn1c2c(c(=O)n(C)c1=O)C(c1ccc(Br)cc1)Nc1ccccc1O2 (centres undefined) | -11 |
| C=CCNS(=O)(=O)c1cccc(C(=O)NCc2nnc3ccc(C(F)(F)F)cn23)c1 | -3 |
| CCOC(=O)c1ccc(NC(=O)c2cn(C)c3c(=O)n(-c4ccc(C)cc4)c(=O)[nH]c23)cc1 | -32 |
| c1ccc2c(c1)CC(CNCC1(CN3CCOCC3)CCCCC1)CO2 (centres undefined) | -3 |
| OC1C[C@H]2CC[C@@H](C1)N2Cc1cc2n(n1)CCNC2 (some centres undefined) | -2 |
| COCCN1C(=O)NC(c2ccccc2Cl)C(C(=O)N2CCOCC2)=C1C (centres undefined) | -28 |
| N#CC(=C(O)COC(=O)C1CC(=O)N(Cc2ccco2)C1)c1nc2ccccc2[nH]1 (centres undefined) | -5 |
| Cc1ccc(CNC(=O)CCCc2nc3ccccc3o2)cc1 | -6 |
| Cc1ccc(-c2nnc3n2N=C(c2ccc(O)c(O)c2)CS3)cc1 | -5 |
| Cc1ccn(CCC(=O)N2CCC3(CCCN(CCC4CCCCC4)C3)C2)n1 (centres undefined) | -4 |
| COc1ccc(CN(C)C(C)c2c(C)nn(C)c2C)c(C)c1C (centres undefined) | 8 |
| CCCCCCCCNC(N)=S | -5 |
| CCOc1ccc(CN2CCN(Cc3cccc4cnccc34)CC2CCO)cc1 (centres undefined) | -7 |
| CCNc1cc(C)nc(N2CCN(C(=O)c3cc(C)cc(C)c3)CC2)n1 | -9 |
| O=C(O)/C=C\C(=O)Nc1cc(Cl)cc(Cl)c1 | -4 |
| CC(C)(C)c1cc(NC(=O)C(=O)NCc2ccc(Cl)s2)no1 | 3 |
| COCCNCc1csc(COc2cccc(C)c2)n1 | -9 |
| CCC(=O)Nc1c(C)nc2ccccn2c1=O | -15 |
| O=C(NN1CCOCC1)c1c2c(nc3ccccc13)CCN(CCc1ccccc1)C2 | -6 |
| CC(Nc1ncc(C(F)(F)F)cc1Cl)C1CCCO1 (centres undefined) | -2 |
| Cc1nnc(C)n1-n1ccc2c(cnc3nc(-c4ccccc4)nn32)c1=O | -14 |
| O=C1c2ccccc2C(=O)c2c1oc1c3c(ccc21)OCN(CCC1=CCCCC1)C3 | 3 |
| Nc1nc(C23CC4CCC(CC(C4)C2)C3)cs1 | -3 |
| CCn1ccc(-c2n[nH]c(=O)n2CCc2ccccc2F)n1 | -20 |
| O=C1CN(Cn2c(=S)n(Cc3ccccc3)c3ccc(Cl)cc32)CCN1 | -9 |
| COCC1(C(=O)NCc2csc3c2CCCC3)CCC1 | -15 |

The closing 4 compounds of the section above lead into the next.
| SMILES | mcGAS RapidFire |
| --- | --- |
| Nc1nc(C23CC4CCC(CC(C4)C2)C3)cs1 | -3 |
| CCn1ccc(-c2n[nH]c(=O)n2CCc2ccccc2F)n1 | -20 |
| O=C1CN(Cn2c(=S)n(Cc3ccccc3)c3ccc(Cl)cc32)CCN1 | -9 |
| COCC1(C(=O)NCc2csc3c2CCCC3)CCC1 | -15 |
| CC1(C(=O)O)CCN1C(=O)c1ccccc1OC(F)(F)F (centres undefined) | 4 |
| c1ccc(Cn2cccn2)c(CN2CCOC3(CNCCOC3)C2)c1 (centres undefined) | 0 |
| O=C(CCc1ccco1)NC1CCCN(CCc2ccccc2)C1 (centres undefined) | -7 |
| c1cc(NC2CCCCCCC2)cc(-n2ccnc2)c1 | -9 |
| COc1cncc(-c2ccc(F)cc2Cl)c1 | -10 |
| C[C@]12CCC(=O)C=C1CCC1C2[C@@H](O)C[C@@]2(C)C1CC[C@]2(O)C(=O)COC(=O)CCC(=O)O (some centres undefined) | 3 |
| O=C1N=C(N2CCOCC2)SC1=C1CCCCC1 | -38 |
| O=C(Nc1ccnn1C1CCCCC1)c1c(O)cc(F)cc1F | -22 |
| COc1nn(C)cc1C(=O)Nc1ccc(C)cc1 | -9 |
| CNC(=O)c1cc(S(=O)(=O)N2C[C@@H]3[C@H](C2)[C@H]2CC[C@@H]3O2)cs1 | -61 |
| O=C1NC(=O)c2cc(Nc3ccc(F)cc3)c(Nc3ccc(F)cc3)cc21 | -6 |
| CNC(=O)[C@@H]1C[C@@H](N)CN1C(=O)Cn1cc(C(F)(F)F)ccc1=O | -8 |
| CC1CC(C)n2nccc2N1C(=O)Cc1coc(-c2cccs2)n1 (centres undefined) | 0 |
| CCOc1ccc(-c2cnc(-c3cccc(C(=O)OC)n3)[nH]2)cc1 | 23 |
| CCOc1ccc(N2C(=O)NC(=O)C([S+](C)C)C2=O)cc1 (centres undefined) | 2 |
| CN(CCOc1ccccc1)C(=O)c1cc(Br)c[nH]1 | -11 |
| CN(C)C(=O)c1ccc2c(c1)N(C)C(CC(=O)Nc1ccc(F)cc1O)CO2 (centres undefined) | -1 |
| COCCCNCc1ccc(OS(C)(=O)=O)cc1 | -7 |
| CC(c1cccc(-c2coc3ccccc3c2=O)c1)N1CCCC1 (centres undefined) | -5 |
| COCCn1c(S(=O)(=O)CCOC)nc(C)c1C | -1 |
| CC1(C)CC(=O)C(Sc2ccc(I)cc2)=C(N2CCOCC2)C1 | -9 |
| O=C(Cc1cccc(I)c1)Nc1ccn[nH]1 | -4 |
| COc1ccc(C)cc1CN1CCN(CN2C(=O)NC3(C2=O)C(C)CCCC3C)CC1 (centres undefined) | -4 |
| CCCOC1CCCN(C(=O)c2cccc(C)c2)C1 (centres undefined) | -3 |
| Nc1nc(NCC2CCOCC2)cc(N2CCOCC2)n1 | -14 |
| CCCc1cc(N2CCC(N3CCSCC3)CC2)nc(C)n1 | -18 |
| CCSC1=C(C#N)C(=O)NC(c2ccco2)S1 (centres undefined) | 6 |
| C=C1CCC2C(CC2(C)C)C(=C)CC/C1=N\O (centres undefined) | -6 |
| CCN(CC)Cc1c(C)[nH]c2c(C)cc(C)cc2c1=O | 1 |
| CCCn1ccnc1CN1C[C@@H](C(=O)O)C[C@@H](C(=O)N2CCCC2)C1 | 1 |
| CC(=O)N1N=C(c2nc(Cl)ccc2Cl)OC1(C)c1ccc(Br)cc1 (centres undefined) | -2 |
| N#Cc1c(N)nc2c(c1-c1cccnc1)CCCCCC2 | -10 |
| O=C1c2cccc3c(N=Cc4ccccc4O)ccc(c23)C(=O)N1c1ccccc1 | 39 |
| CNC(=O)CN(C)C(=O)c1cc(Br)c(OCc2ccccc2)c(OC)c1 | -13 |
| Cc1nc(C2CC(=O)OC23CCCCC3)cs1 (centres undefined) | -18 |
| COc1ccc(CN(CCC2(Cc3ccccc3)CCOC(C)(C)C2)C(C)=O)cc1 (centres undefined) | -5 |
| O=C(CCN1CCCCO1)NC1CCCc2c1cnn2-c1ccc(F)cc1F (centres undefined) | -3 |
| FC(F)(F)c1cc(-c2ccc(Cl)cc2)nc2ncnn12 | 10 |
| Cc1ccc(C(CN2CCOCC2)NC(=O)c2ccccc2F)cc1 (centres undefined) | -12 |
| Cc1nn(C(C)C)c(C)c1NC(=O)Nc1cccc(CN2CCC(O)CC2)c1 | -5 |

An excerpt from above in order of heavy-atom count, low to high.
| SMILES | mcGAS RapidFire |
| --- | --- |
| C=C1CCC2C(CC2(C)C)C(=C)CC/C1=N\O (centres undefined) | -6 |
| CC1(C)CC(=O)C(Sc2ccc(I)cc2)=C(N2CCOCC2)C1 | -9 |
| O=C(CCN1CCCCO1)NC1CCCc2c1cnn2-c1ccc(F)cc1F (centres undefined) | -3 |

The list goes on:
| SMILES | mcGAS RapidFire |
| --- | --- |
| CSc1ccc(C(=O)NCC(=O)NCC(c2ccccc2)c2ccccc2)cc1 | -2 |
| CN1CCN(CC(O)COc2ccc(C34CC5CC(CC(C5)C3)C4)cc2)CC1 (centres undefined) | 0 |
| O=C(Nc1ccccc1N(C(=O)C1CC1)S(=O)(=O)c1cccs1)C1CC1 | 2 |
| CCC1(CC)CC(=O)N(c2cccc(OC(F)F)c2C)C1=O | -12 |
| Cc1nn(C)c(C)c1CCC(=O)NC(CCO)C1CC1 (centres undefined) | 0 |
| NC1=NC(=Nc2ncc(S(=O)(=O)c3ccc([N+](=O)[O-])cc3)s2)c2ccccc21 | -12 |
| Cc1cc(C(=O)N(CC2CCCO2)c2nc3ccc(F)cc3s2)nn1C (centres undefined) | -5 |
| CC(NC(=O)Cc1cccc2cccnc12)C1CC2CCC1C2 (centres undefined) | 0 |
| COc1cccc(C(=O)N2CCCC(OCc3cccc(C(F)(F)F)c3)C2)c1 (centres undefined) | -7 |
| COC1CCCCC1NC(=O)NCc1ccc(-n2ccnc2)c(F)c1 (centres undefined) | -9 |
| Cc1noc(C)c1COC(=O)c1cc(Br)c(Br)s1 | -4&-3 |
| Cc1ccc(OC(C)(C)C(=O)N2CCN3C(=O)CN(C)C(=O)C3C2)cc1 (centres undefined) | 2 |
| Cc1cc(C(=O)CSc2nnc(-c3ccco3)o2)c(C)n1C1CC1 | -7 |
| Cn1c(-c2ccccc2)nn(CN(Cc2ccncc2)C2CC2)c1=S | -10 |
| Cc1nccn1-c1ccccc1CNC(=O)CC1NC(=O)c2ccccc21 (centres undefined) | -20 |
| O=C(CSc1nnnn1C1CCCC1)Nc1cc2[nH]c(=O)[nH]c2cc1Br | -2 |
| Cc1ccc(C)c(S(=O)(=O)N2CCCCC2CCNC(=O)C(=O)NCc2cccnc2)c1 (centres undefined) | -5 |
| O=c1[nH]c2cc3ccccc3cc2nc1C(F)(F)F | -9 |
| Cc1ccc(-c2nnc(N)o2)s1 | 7 |
| O=[N+]([O-])c1cc(NS(=O)(=O)c2cc(Cl)cc(Cl)c2)ccc1Cl | 1 |
| CCCC(=O)Nc1cccc(C(=O)N(C)CC(C)N2CCOCC2)c1 (centres undefined) | -18 |
| COC(=O)CC1C(=O)NCCN1Cc1nc(-c2ccoc2)oc1C (centres undefined) | -3 |
| O=C(c1cn(CCCc2ccccc2)nn1)N1CCC(C(=O)N2CCCC2)CC1 | 7 |
| COc1c(C)c2c(c(O)c1C/C=C(\C)CCC(=O)O)C(=O)OC2 | -8&9 |
| O=C(c1ccco1)N1CCN(S(=O)(=O)NCc2ccccc2)CC1 | 11 |
| CCSc1nc2c(c(=O)n1-c1ccccc1)SCC2 | -12 |
| O=C(NCc1ccccn1)C1CCCN(C2CCN(C(=O)c3ccoc3)CC2)C1 (centres undefined) | -9 |
| C/C(=N/NC(=O)COc1ccc(Cl)c(C)c1)c1cccc(NC(=O)c2ccc(C)cc2)c1 | -5 |
| COCCNC(=O)c1ccc(-n2nc(-c3ccccc3)cc2NC(C)=O)cc1 | -16 |
| CCC(NC(=O)c1n[nH]c(=O)[nH]1)c1ncc(C)s1 (centres undefined) | 0 |
| CNC(=O)c1ccc(CNc2ncnc3sc(C)c(C)c23)o1 | -4 |
| O=c1[nH]c(NCCC2CCCCO2)nc2c1CCNCC2 (centres undefined) | 0 |
| O=C1CCC([N+](=O)[O-])C(c2cccc(Cl)c2Cl)N1 (centres undefined) | -33 |
| Cc1ccc(S(=O)(=O)N2CCN(c3ccc([N+](=O)[O-])cc3)C(=O)C2C)cc1 (centres undefined) | -2 |
| O=C1/C(=C/c2nc3ccccc3c(=O)[nH]2)c2ccccc2N1Cc1ccccc1 | -9 |
| COc1cccc(C2c3c([nH]c(=O)[nH]c3=O)N=C3COC(=O)C32)c1OC (centres undefined) | -4 |
| O=C1CN(C(=O)C2CCN(C3CCN(CCCc4ccccc4)CC3)CC2)CCN1 | -6 |
| CCc1nc2cc(NC(=O)N3CCCC3CN3CCOCC3)ccc2o1 (centres undefined) | -10 |
| O=C(Cc1noc2ccccc12)N1CCCC(c2ccn[nH]2)C1 (centres undefined) | -10 |
| O=C(NCc1ccccn1)C1CCN(C2CCN(C(=O)Cc3cccnc3)CC2)CC1 | -12&-6 |
| Cc1cc(CC(=O)N2CCOc3c(O)cc(-c4cccc(Cl)c4)cc3C2)on1 | -14 |
| CCC(C)(C)NCc1cccc(Oc2ncccn2)c1 | -46 |
| COc1cccc(-n2cc(CN(C)Cc3ccsc3)cn2)c1 | -20 |
| COc1cccc(COc2cn(C)c(C(=O)NCCc3ccccc3OC)cc2=O)c1 | -5 |
| COCC(C)Nc1ccc2nnc(C3CC3)n2n1 (centres undefined) | -1 |
| O=C(Nc1ccccc1OCC1CCCO1)NC1CCCCC1 (centres undefined) | -5 |
| Cc1cc(S(=O)(=O)Nc2ccc(N(C)C)cc2)c(C)s1 | -8 |
| COc1ccc(C(=O)N2CCC3(CCCN(Cc4cccnc4)C3=O)C2)o1 (centres undefined) | -9 |
| CCCCOc1ccc(C(=O)N/C(=C/c2ccc(OC(C)C)cc2)C(=O)NCC)cc1 | -6 |
| Cc1cccc(CN2CCC(N3CCC(C(=O)N(C)Cc4c(C)n[nH]c4C)CC3)CC2)n1 | -8 |
| Cc1n[nH]c(C)c1CNC(=O)c1c(F)cc(F)cc1F | -11 |
| COc1ccc(C2(C#N)CCC(O)(C#N)CC2)cc1OC (centres undefined) | -10 |
| Cc1noc(C)c1C1CCCN1C(=O)c1cc2n(n1)CCCN(C)C2 (centres undefined) | -4 |
| CCCCNC(=O)CC1SC(=NC)N(C)C1=O (centres undefined) | -7 |
| COc1ccccc1N1CCN(C2CCCN(C(=O)c3cc(C)c[nH]3)C2)CC1 (centres undefined) | -9 |
